# High-throughput results as filed in PubChem BioAssay.
# HCMV inh = inhibitors of human cytomegalovirus; HFF cells, HCMV-luciferase reporter, 72 h; hits give low values; activity change, negative = inhibition, % at 57.5 µM; actives 4.5% (n = 410,000); AID 1259415; in the data active = activity change below about -60%; inconclusive = no clear call, values can overlap the other calls; inactive = above about -39%
#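 Cell-based, HFFs, 1000 cells/well, 16 h 37C; cpds in DMSO + HCMV-luc, MOI 1 PFU/cell; 72 h 37C; OneGlo luminescence after 5 min RT; norm. to buffer vs Salinomycin 10uM.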
# AMA1 RON2 block = disrupts binding of P. falciparum AMA1 to RON2; actives 0.2% (n = 360,000); AlphaScreen AMA1-biotinylated RON2 peptide binding; Potency, µM (highest dose often 58.2 µM), for the others: at the top dose activity change, negative = inhibition, hits mostly inhibitors;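 note: potency is the fitted concentration of half-maximal effect; 0% = vehicle wells and -100% = peptide control; nearly all actives have a fitted effect of over 45% in size; some results filed as inactive show a strong effect at the top dose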
#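 AMA1 (3D7) with his tag at 25 nM final met compounds first, then biotinylated RON2 peptide at 25 nM; detection used donor plus acceptor beads, 10 µg/mL apiece, read by AlphaScreen after 30 min at room temperature.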
# LmPK inhibitor = inhibitors of Leishmania mexicana pyruvate kinase. Q27686. purified LmPK, Kinase-Glo ATP luminescence, 1 h. Potency, µM (top dose mostly 57.5 µM), without a hit: at the top dose activity change, negative = inhibition, actives largely listed as inhibitors. actives 0.37% (n = 290,000). AID 1721; note: potency is the fitted concentration of half-maximal effect
# Target sequence (Q27686 whole entry, looked up): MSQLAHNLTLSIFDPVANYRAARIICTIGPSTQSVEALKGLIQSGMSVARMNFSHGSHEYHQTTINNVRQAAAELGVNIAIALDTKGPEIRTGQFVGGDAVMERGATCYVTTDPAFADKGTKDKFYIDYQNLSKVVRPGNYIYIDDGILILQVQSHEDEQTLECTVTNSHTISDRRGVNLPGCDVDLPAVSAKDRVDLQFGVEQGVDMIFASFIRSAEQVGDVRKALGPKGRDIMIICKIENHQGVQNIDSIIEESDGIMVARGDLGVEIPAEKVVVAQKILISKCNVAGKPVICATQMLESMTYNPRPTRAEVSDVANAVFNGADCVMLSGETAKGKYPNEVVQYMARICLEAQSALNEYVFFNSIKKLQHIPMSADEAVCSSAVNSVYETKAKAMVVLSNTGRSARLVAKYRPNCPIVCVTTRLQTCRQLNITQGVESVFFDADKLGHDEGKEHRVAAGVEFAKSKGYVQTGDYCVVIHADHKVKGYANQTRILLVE
#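 Kinase-Glo luminescence read after 1 h RT reaction of 0.1 nM LmPK with 0.5 mM PEP and 0.1 mM ADP. Activity scaled between uninhibited and enzyme-free controls.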
# AmpC no deterg = inhibitors of E. coli AmpC beta-lactamase without detergent; P00811; AmpC nitrocefin hydrolysis, absorbance 480 nm, 0.0001% Triton; Potency, µM (doses to about 57.1 µM), for inactives: at the highest dose activity change, negative = inhibition, hits mostly inhibitors; actives 0.52% (n = 330,000);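 note: potency is the fitted concentration of half-maximal effect; plate controls were no compound for no effect and no enzyme for full effect; nearly all actives have a fitted effect of over 20% in size; some results filed as inactive show a strong effect at the top dose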
# Target sequence (P00811 whole entry, looked up): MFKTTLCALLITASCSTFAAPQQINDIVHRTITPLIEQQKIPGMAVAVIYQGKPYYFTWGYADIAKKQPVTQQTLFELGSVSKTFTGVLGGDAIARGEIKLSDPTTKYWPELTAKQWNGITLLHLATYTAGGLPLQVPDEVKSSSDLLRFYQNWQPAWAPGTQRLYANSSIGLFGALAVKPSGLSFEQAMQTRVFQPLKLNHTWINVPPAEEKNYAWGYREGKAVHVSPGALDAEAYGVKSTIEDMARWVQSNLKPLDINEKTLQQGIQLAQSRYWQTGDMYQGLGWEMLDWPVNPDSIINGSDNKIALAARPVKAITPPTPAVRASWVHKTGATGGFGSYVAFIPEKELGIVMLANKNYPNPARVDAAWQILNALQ
#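 20 mM phosphate pH 7.0 + 0.01% (detergent screen) or 0.0001% Triton X-100; 5.3 nM AmpC reagent; cpd preinc 15 min RT; nitrocefin (800 uM stock) to start; A480 q20 s × 4 min; Activity was normalised to no-enzyme and no-compound control wells.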
# Tb PYK inh = T. brucei pyruvate kinase inhibition; TbPYK enzyme, Kinase-Glo Plus ATP luminescence, 45 min; Potency, µM (titrated, usually from 76.8 µM), inactives show top-dose activity, negative = inhibition, actives largely listed as inhibitors; actives 0.12% (n = 410,000); AID 624173; note: potency is the fitted concentration of half-maximal effect; nearly all actives have a fitted effect of over 50% in size
#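 Activity of T. brucei pyruvate kinase was followed by Kinase-Glo Plus luminescence after the enzyme reacted 45 min at room temperature with 130 uM ADP (final) and substrate. Test compounds were added before ADP at multiple concentrations.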
# AmpC inh detg = AmpC beta-lactamase inhibition with detergent present | P00811 | actives 0.041% (n = 370,000) | Potency, µM (titrated, usually from 114 µM), without a hit: at the highest dose activity change, negative = inhibition, usual class: inhibitors | AmpC hydrolysis of nitrocefin, absorbance 480 nm, 0.01% Triton;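 note: potency is the fitted concentration of half-maximal effect; 0% = no-compound wells and -100% = no-enzyme wells; nearly all actives have a fitted effect of over 25% in size; some results filed as inactive show a strong effect at the top dose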
#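 AmpC (5.3 nM in the dispensed reagent) in 20 mM phosphate pH 7.0 with 0.01% (detergent screen) or 0.0001% Triton X-100 was preincubated with compounds for 15 min at room temperature. Nitrocefin was then added from an 800 uM solution, and hydrolysis was followed at 480 nm.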
# HCV inhibitor = blocks hepatitis C virus; Potency, µM (doses to about 41.8 µM), inactives show top-dose activity change, negative = inhibition, most hits filed as inhibitors; AID 651820; actives 3.4% (n = 340,000); Huh7.5.1 HCVcc-Cre infection, luciferase reporter, 44 h; note: potency is the fitted concentration of half-maximal effect
#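 Infectious HCVcc-Cre (~0.5 moi) was added to cells just after compound, with cells seeded 4 h earlier at 1,000 per well. Luciferase activity after 44 h culture reported infection; substrate was incubated 15 min at room temperature before reading.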
# * hit, by the source's call; u = inconclusive; x = no result given; [ ] = remark or other dose. Unless noted, calls come from the whole dose curve; as a rule, active = well fitted curve in the direction sought with a large enough effect; inconclusive = small, poorly fitted or top-dose-only effect, or another doubt; inactive = no such curve, though single readings can be large; an effect the other way counts as inactive or inconclusive. Unless noted, % is set by controls: 0 for no effect and ±100 for the full control effect.
SMILES,HCMV inh,AMA1 RON2 block,LmPK inhibitor,AmpC no deterg,Tb PYK inh,AmpC inh detg,HCV inhibitor
COC(=O)CNC(=O)c1ccccc1F,-9,29%,0%,-5%,3%,u,-10%
COc1ccc(C(=O)NCC2CCCO2)cc1OC (configuration not stated),-25,5%,-1%,-4%,-9%,1%,-24%
Cc1cccc(/C=N/NC(=O)c2ccc(NC(=O)c3cccc(Cl)c3)cc2)n1,-22,16%,1%,-35%,-2%,-7%,u
N#C/C(=C\c1cccc([N+](=O)[O-])c1)C(=O)NCC1CCCO1 (configuration not stated),27,10%,6%,2%,1%,10%,8%
COc1cc(NC(=O)c2noc3c2CC(C(C)(C)C)CC3)cc(OC)c1OC (configuration not stated),-35,x,x,x,3%,25%,x
CCc1ccccc1NC(=O)COC(=O)c1cccs1,-9,20%,0%,-11%,-4%,3%,9%
OCCC1CN(CCCn2cccn2)CCN1C1CCCCC1 (configuration not stated),-21,4%,3%,-2%,2%,-3%,9%
Cc1ccc(NC(=O)NC(C)c2c(-n3cccc3)sc(C)c2C)c(C)c1 (configuration not stated),u,x,x,x,3%,0%,x
CCC(=O)N1c2ccccc2CC1C(=O)NCCN1CCN(c2cccc(C(F)(F)F)c2)CC1 (configuration not stated),-15,x,x,x,-1%,9%,x
COc1cc2c(cc1OC)C(C)N(C(=O)[C@@H](NC(=O)c1ccccc1)C(C)C)CC2 (some centres not stated),u,-10%,-12%,35%,7%,-10%,1.4µM*
Cc1ccccc1NC(=O)c1nn(C)c(C(=O)Nc2ccccc2C)c1[N+](=O)[O-],18,11%,3%,-18%,0%,4%,-24%
COCCNC(=O)/C(C#N)=C/c1cc(Br)c(O)c(OC)c1,0,17%,5%,-13%,-1%,0%,-22%
CCOc1ccccc1C(=O)Nc1cc(Cl)ccc1O,34,-7%,4%,u,1%,2%,7.1µM*
Nc1nonc1-n1nnc(C(=O)N/N=C/c2ccco2)c1CSc1ccc(Cl)cc1,-16,30%[activator],x,x,-5%,x,x
O=C(CC(Cc1ccccc1)C(=O)O)Nc1ccc(Cl)c(Cl)c1 (configuration not stated),18,0%,3%,-23%,4%,2%,u
O=C(c1ccc2c(=O)n(Cc3ccco3)c(=S)[nH]c2c1)N1CCN(c2ccccc2)CC1,17,-7%,-1%,-34%,-3%,5%,u
CC(C)c1ccc(C2CC(c3ccc(Br)cc3)=NN2C(N)=S)cc1 (configuration not stated),-22,-10%,1%,2%,5%,u,u
COc1ccccc1NC(=O)c1sc2nc(C)c(C(=O)Nc3ccc(C)cc3C)c(-c3ccco3)c2c1N,-33,x,x,x,12%,1%,x
CN1CCN(C(=O)C2CCC(C)(C(=O)O)C2(C)C)CC1 (configuration not stated),10,-8%,5%,-1%,-8%,-3%,5%
Cc1ccc2nc(C)c(CN3CCN(c4ccc([N+](=O)[O-])cc4Cl)CC3)n2c1,-8,x,0%,-7%,x,-9%,x
Cc1nn(-c2ccccc2)c(N2CCCC2)c1/C=N/NC(=O)c1ccccc1O,-19,31%[activator],-2%,-40%,-6%,-7%,u
O=C1CC(N2CCN(c3ccccc3)CC2)C(=O)N1c1ccc(Cl)cc1 (configuration not stated),47,5%,8%,24%,3%,u,21%
CC12CCC(C(=O)Nc3ccccc3Cl)([C@H](Br)C1=O)C2(C)C (some centres not stated),7,-1%,1%,6%,13%,1%,-1%
O=[N+]([O-])c1ccc(N2CCN(c3ccccc3F)CC2)c(S(=O)(=O)N2CCOCC2)c1,80,-3%,0%,-13%,3%,-16%,14%
O=C(Nc1nccs1)c1ccc2nccnc2c1,56,0%,-1%,-16%,15%,-11%,2%
CC(=O)c1cccc(-c2ccnc3c2CC(C(=O)NCCc2ccccc2)O3)c1 (configuration not stated),-17,0%,x,x,1%,x,x
Cc1cc(OC(=O)c2ccc3ccccc3c2)c([N+](=O)[O-])c(=O)[nH]1,16,10%,3%,-16%,1%,-7%,5%
CCCc1c(C(=O)N/N=C/c2ccc(-c3ccccc3)cc2)nnn1-c1nonc1N,u,37%[activator],x,x,-6%,x,x
O=C1NC(=O)C(CCc2ccncc2)(Cc2ccc([N+](=O)[O-])cc2)C(=O)N1,u,0%,2%,-16%,16%,0%,22%
O=C(CN1C(=O)NC2(CCOc3ccccc32)C1=O)Nc1ccc(Br)cc1F (configuration not stated),-2,-6%,x,-21%,2%,u,-9%
Cc1ccc(N/N=C(/Sc2nnnn2-c2ccccc2)C(=O)c2ccccc2)cc1,-26,5%,4%,4µM*,-6%,35µM*,9%
CC(=O)c1cccc(NC(=O)CSc2nnc3ccc(-c4ccc(Br)cc4)nn23)c1,33,x,x,x,-5%,-4%,x
CN(C)S(=O)(=O)c1cc(NC(=O)Cn2ccsc2=N)ccc1Cl,15,5%,-7%,-23%,-1%,1%,6%
O=c1[nH]n2c(=O)c3c([nH]c2c1N=Nc1cccc(Cl)c1)CCCC3,8,50%[activator],-3%,-23%,3%,6%,14%
O=C(C1CC1)N1CCc2[nH]c3ccccc3c2C1,23,-16%,4%,-11%,-6%,-13%,-3%
O=C(COC(=O)C1=COCCO1)Nc1ccc(Cl)cn1,12,-7%,x,-20%,-2%,x,5%
COc1ccc(Cn2cccc(NC(=O)Nc3ccc(F)cc3)c2=O)cc1,u,-2%,2%,-25%,-12%,4%,u
C=CCn1c(SCC(=O)Nc2ccc(F)cc2)nnc1-c1cnccn1,-13,0%,-3%,1%,2%,-1%,18%
COc1ccc(/C=N/Nc2ncnc3c2[nH]c2ccc(C)cc23)c(OC)c1OC,-80*,-7%,-2%,-15%,-3%,8%,u
COc1ccc(C(=O)/C=C/c2ccc(O)cc2)c(O)c1C/C=C(\C)CCC=C(C)C,-105*,-18%,x,-42%,-1%,x,u
Cc1cc(-n2c(=O)c(C#N)cc3c(=O)n4ccccc4nc32)no1,27,u,1%,-2%,5%,-14%,5%
COc1ccc(-c2coc3c2c(C)cc2oc(=O)cc(C)c23)cc1,-13,x,x,x,2%,19%,x
CCN(CC)C(=O)CSc1ncnc2c1cnn2-c1ccccc1,10,3%,0%,41%,-1%,u,u
CCOC(=O)c1ccc(NC(=S)NCCCN2CCOCC2)cc1,-6,-5%,3%,0%,4%,3%,-13%
COc1cc2ccc(NC(C)=O)cc2cc1OC,-19,8%,x,x,-7%,x,x
COc1ccccc1N(C)S(=O)(=O)c1ccc(C(=O)Nc2ccc(N3CCOCC3)cc2)cc1,-62*,-4%,8%,56%,4%,4%,10µM*
Cc1ccc(NC(=O)CN(C)CC(=O)Nc2ccc3c(c2)OCO3)cc1,-28,46%[activator],x,x,5%,x,x
CCOc1ccc(NC(=O)c2cnc(Nc3ccccc3OC)c3ccccc23)cc1,-30,x,x,x,5%,9%,x
CCC(=O)c1ccc(OCC(=O)OCC(=O)NC2CCCCCCC2)cc1,4,2%,1%,19%,1%,-6%,14%
CN(C)CCCNC(=O)/C(=C\c1ccc(-c2ccc(Br)cc2)o1)NC(=O)c1ccccc1,u,-21%,-5%,245%[activator],-12%,u,u

# Next section:
SMILES,HCMV inh,AMA1 RON2 block,LmPK inhibitor,AmpC no deterg,Tb PYK inh,AmpC inh detg,HCV inhibitor
Cc1cccc(OCc2nnc(SCn3nnc4ccccc4c3=O)o2)c1,19,-1%,5%,-7%,3%,u,-12%
CCOc1ccc(CNS(=O)(=O)c2ccc3[nH]c4c(c3c2)CCCC4)cc1OC,-15,x,x,x,-12%,-2%,x
CCc1cc(-c2nnn(-c3cc(C(C)C)ccc3C)c2CC)ccc1-c1cn(CCc2c[nH]c3ccccc23)nn1,-32,-15%,x,x,6%,x,x
COCCCN1C(=O)/C(=C/c2ccc(CNS(=O)(=O)c3ccccc3)o2)C(C(=O)OC)=C1C,19,0%,-4%,20%,-11%,5%,u
COc1cc(/C(C)=C/c2ccccc2)c2c(c1)oc1ccccc12,x,x,4%,-33%,x,-12%,x
COc1cccc(C(=O)Nc2ccc(-n3nncc3-c3ccc(Br)cc3)cc2)c1OC,18,x,x,x,3%,2%,x
COc1ccc(NC(=S)N2CCN(C(=O)c3ccco3)CC2)cc1OC,9,16%,-12%,-14%,-15%,-19%,x
O=C(CCCn1c(SCc2ccccc2F)nc2ccccc2c1=O)NCC1CCCO1 (configuration not stated),u,-2%,-1%,12%,-2%,u,13%
CC(=O)NC(c1ccc(N(C)C)cc1)c1cc(Cl)c2cccnc2c1O (configuration not stated),-100*,63%[activator],x,x,-6%,x,x
Cc1nonc1C1CCCN1Cc1cn[nH]c1-c1ccc(-c2ccccc2)cc1 (configuration not stated),u,-6%,-1%,4%,-19%,1%,u

# A second format for five compounds above:
SMILES | HCMV inh | AMA1 RON2 block | LmPK inhibitor | AmpC no deterg | Tb PYK inh | AmpC inh detg | HCV inhibitor
O=C(CCCn1c(SCc2ccccc2F)nc2ccccc2c1=O)NCC1CCCO1 (configuration not stated) | u | -2% | -1% | 12% | -2% | u | 13%
COCCCN1C(=O)/C(=C/c2ccc(CNS(=O)(=O)c3ccccc3)o2)C(C(=O)OC)=C1C | 19 | 0% | -4% | 20% | -11% | 5% | u
Cc1cccc(OCc2nnc(SCn3nnc4ccccc4c3=O)o2)c1 | 19 | -1% | 5% | -7% | 3% | u | -12%
CCc1cc(-c2nnn(-c3cc(C(C)C)ccc3C)c2CC)ccc1-c1cn(CCc2c[nH]c3ccccc23)nn1 | -32 | -15% | x | x | 6% | x | x
COc1ccc(NC(=S)N2CCN(C(=O)c3ccco3)CC2)cc1OC | 9 | 16% | -12% | -14% | -15% | -19% | x

# Further results
SMILES,HCMV inh,AMA1 RON2 block,LmPK inhibitor,AmpC no deterg,Tb PYK inh,AmpC inh detg,HCV inhibitor
CC1(c2ccc3ccccc3c2)NC(=O)NC1=O (configuration not stated),33,7%,0%,-6%,3%,2%,3%
O=C(Cn1nc(-c2ccc3c(c2)OCCO3)ccc1=O)Nc1ccc(-n2cnnn2)cc1,-10,1%,4%,0%[11.4 µM],1%,u,8%
COc1cc(/C=N/NC(=O)C2C3CCCCC32C)cc(Br)c1O (configuration not stated),-27,1%,-2%,-32%,-11%,-9%,-20%
CCOC(=O)C(=O)Nc1cc(C)nn1-c1nc2ccccc2[nH]1,47,146%[activator],1%,-24%,-1%,-9%,24%
Cc1ccc(-n2c(O)c(C=NCc3ccccn3)c(=O)[nH]c2=S)cc1,15,87%[activator],0%,-9%,2%,-4%,10%
CCC(Oc1nc2ccccc2nc1-c1ccccc1NC(C)=O)C(=O)c1ccccc1 (configuration not stated),0,-15%,7%,6%,1%,-10%,-28%
Cc1cccc(OCCNc2ccc(C(F)(F)F)cc2[N+](=O)[O-])c1,-20,-10%[2.32 µM],1%,-18%,6%,u,25%
